Compound activity as filed in PubChem BioAssay.
Shiga toxin inh = inhibitors of Shiga toxin in Vero cells; Vero cells, Shiga toxin protein synthesis inhibition reporter; inhibition, % at 38.7 µM; 290,000 tested, 9.2% active; AID 2315; in the data active = inhibition mostly above about 28%, no sharp cut-off; inactive = mostly below about 43%; note: 0% is about no effect
LmPK inh = LmPK (Leishmania mexicana) enzyme inhibition | purified LmPK, Kinase-Glo ATP luminescence, 1 h | Potency, µM (titrated, usually from 57.5 µM), for inactives: at the highest dose activity change, negative = inhibition, actives largely listed as inhibitors | 290,000 tested, 0.37% active; note: potency is the fitted concentration of half-maximal effect; % is set by controls: 0 for no effect and ±100 for the full control effect
Target sequence (Q27686 whole entry, looked up): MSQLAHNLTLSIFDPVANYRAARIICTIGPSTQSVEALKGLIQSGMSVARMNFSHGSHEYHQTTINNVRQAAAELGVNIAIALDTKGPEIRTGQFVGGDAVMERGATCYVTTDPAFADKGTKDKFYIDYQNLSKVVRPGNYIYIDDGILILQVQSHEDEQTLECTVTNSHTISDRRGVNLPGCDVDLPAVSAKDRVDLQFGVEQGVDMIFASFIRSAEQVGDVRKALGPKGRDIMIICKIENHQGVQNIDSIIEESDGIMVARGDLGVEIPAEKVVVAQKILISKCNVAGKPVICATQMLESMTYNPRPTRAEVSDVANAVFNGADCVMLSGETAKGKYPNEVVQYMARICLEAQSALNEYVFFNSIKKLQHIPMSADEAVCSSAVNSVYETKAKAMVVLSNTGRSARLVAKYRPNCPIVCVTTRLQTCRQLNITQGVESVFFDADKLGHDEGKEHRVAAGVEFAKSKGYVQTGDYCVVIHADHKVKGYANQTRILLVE
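In 50 mM imidazole pH 7.2 with 7 mM MgCl2, LmPK (0.1 nM) turned over PEP (0.5 mM) and ADP (0.1 mM) for 1 h at room temperature. Luciferase read-out of ATP.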
CHX counter = counter-screen for Shiga toxin inhibitors: cycloheximide protein synthesis inhibition. cell reporter, cycloheximide protein synthesis inhibition counterscreen. max response, %. 300,000 tested, 12% active; in the data active = max response mostly above about 13%, no sharp cut-off; inactive = mostly below about 14%; note: read at 38.3 µM for the half of the compounds with a filed dose; 0% is about no effect
Pf growth 48h = P. falciparum growth inhibition at 48 hours (one generation); P. falciparum luciferase growth in erythrocytes, 48 h; Potency, µM (series often up to 28.7 µM), inactives show at the highest dose activity change, negative = inhibition, actives largely listed as inhibitors; AID 504832; 310,000 tested, 5.9% active; note: potency is the fitted concentration of half-maximal effect; % is set by controls: 0 for no effect and ±100 for the full control effect
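Growth was read as firefly luciferase luminescence after a 48 h, 37 C, 5% CO2 exposure of compounds to reporter-bearing P. falciparum cultures (0.1% parasitemia, 2% hematocrit final) in Albumax-supplemented RPMI 1640.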
HCV inhibitor = HCV inhibition | 340,000 tested, 3.4% active | Huh7.5.1 HCVcc-Cre infection, luciferase reporter, 44 h | Potency, µM (doses to about 41.8 µM), without a hit: at the top dose activity change, negative = inhibition, most hits filed as inhibitors; note: potency is the fitted concentration of half-maximal effect; % is set by controls: 0 for no effect and ±100 for the full control effect
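A cell-based infection assay in which seeded cells (1,000 per well) receive test compound after 4 h, are inoculated with HCVcc-Cre at approximately 0.5 moi, and are incubated 44 h before luminescence detection.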
Pf growth 96h = P. falciparum growth inhibition at 96 hours | AID 504834 | 320,000 tested, 6.9% active | Potency, µM (titrated, usually from 28.7 µM), for the others: at the top dose activity change, negative = inhibition, most hits filed as inhibitors | P. falciparum luciferase reporter growth, 96 h; note: potency is the fitted concentration of half-maximal effect; % is set by controls: 0 for no effect and ±100 for the full control effect
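Parasite growth measured via integrated firefly luciferase reporter in P. falciparum. Infected erythrocytes at 2% hematocrit, 0.05% parasitemia final were treated 96 hours at 37 C under 5% CO2, and luminescence was read.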
TbPYK inhibitor = inhibitors of Trypanosoma brucei pyruvate kinase | TbPYK enzyme, Kinase-Glo Plus ATP luminescence, 45 min | Potency, µM (top dose mostly 76.8 µM), for the others: at the top dose activity, negative = inhibition, actives largely listed as inhibitors | AID 624173 | 410,000 tested, 0.12% active; note: potency is the fitted concentration of half-maximal effect; % is set by controls: 0 for no effect and ±100 for the full control effect; nearly all actives have a fitted effect of over 50% in size
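T. brucei PYK with substrate was exposed to pin-transferred compounds across a concentration series, then started with 130 uM ADP (final). After 45 min at room temperature, Kinase-Glo Plus luminescence was read, normalized and curve-fitted.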
* marks the source's active call; other numbers are inactive results; ? = inconclusive; / = no result given; [ ] = remark or other dose. Unless noted, calls come from the whole dose curve; as a rule, active = well fitted curve in the direction sought with a large enough effect; inconclusive = small, poorly fitted or top-dose-only effect, or another doubt; inactive = no such curve, though single readings can be large; an effect the other way counts as inactive or inconclusive. No enrichment for hits (roughly 24% active in at least one column).

SMILES	Shiga toxin inh	LmPK inh	CHX counter	Pf growth 48h	HCV inhibitor	Pf growth 96h	TbPYK inhibitor
COc1cccc(/C=N/Nc2nn3cnnc3c3ccccc23)c1O	0	1%	-1	?	15%	0.33µM*	3%
CN1C(=O)/C(=C2\SC(N)=NC2=O)c2ccccc21	-2	-1%	0	/	-4%	-15%	-6%
COc1ccc(NC(=S)NC23CN4CN(CN(C4)C2)C3)c(OC)c1	9	-4%	-6	24%	-16%	-3%	-2%
CC(C)C(c1nnnn1Cc1cccs1)N1CCN(C(=O)c2ccco2)CC1 (configuration not stated)	-12	-2%	2	?	-29%	55%[activator]	-2%
CC1Cc2ccccc2N1C(=O)COc1cccc(-n2cnnn2)c1 (configuration not stated)	-15	4%	-5	-5%	?	9%	1%
CC(C)C[C@H](NC(=O)NCc1ccc(Cl)cc1)C(=O)O	-8	4%	-2	-5%	16%	-4%	-9%
Cc1cccc(C)c1NC(=O)CS(=O)CC(=O)NCC1OCCc2ccccc21 (configuration not stated)	-12	-1%	1	5%	-9%	-19%	0%
O=C1C(c2ccc(F)cc2)N(C2CCCCC2)C(=O)CN1C1CCCC1 (configuration not stated)	-9	0%	-4	?	7%	-21%	4%
CCN(Cc1ccccc1)S(=O)(=O)c1cn(C)cn1	-3	4%	-5	-5%	9%	?	13%
COC(=O)COc1ccccc1C(=O)Nc1ccc(OC)cc1	-6	0%	-2	14%	?	?	-5%

A few values from the list:
O=C1C(c2ccc(F)cc2)N(C2CCCCC2)C(=O)CN1C1CCCC1 (configuration not stated) | Shiga toxin inh: -9
CC(C)C[C@H](NC(=O)NCc1ccc(Cl)cc1)C(=O)O | Pf growth 96h: -4%

Carrying on.
SMILES	Shiga toxin inh	LmPK inh	CHX counter	Pf growth 48h	HCV inhibitor	Pf growth 96h	TbPYK inhibitor
Cc1nonc1NC(=O)c1ccc(Cl)c(S(=O)(=O)N2CCCCC2)c1	4	-1%	2	-6%	6%	2.6µM*	3%
C=CCOc1c(CNC2CCCC2)cc(Cl)cc1OC	21	-1%	-2	?	2%	12%	4%
CCOC(=O)c1ccc(NS(=O)(=O)c2cc3c4c(c2)CCN4C(=O)CC3)cc1	/	/	/	?	10%	7%	-3%
O=C(c1cn(Cc2ccccc2)nc1-c1cccnc1)N1CCN(Cc2c(F)cccc2Cl)CC1	/	/	/	?	-23%	?	0%
CO/N=C/c1cc([N+](=O)[O-])ccc1Sc1ccc(C)cc1	15	8%	0	?	-24%	2%	-1%
COc1cccc(C2CC(c3ccc(C)cc3)Nc3nc(N)nn32)c1 (configuration not stated)	-3	2%	-2	7%	-10%	236%[activator]	-8%
CCOC(=O)/C(=C\c1ccc(Cl)cc1)c1nc2sc(C)c(C)c2c(=O)[nH]1	-4	3%	1	?	?	?	-33%
Cc1ccc(C(=O)N/N=C(\CC(C)C)c2ccccc2)cc1	71*	-1%	44*	38%[activator]	9%	75%[activator]	0%
CCNC(=S)Nc1ccc(Cl)cc1	12	-1%	-1	1%	5%	-16%	2%
COc1ccc(CNC(=O)CN2C(=O)NC(C)(c3ccc(C(C)(C)C)cc3)C2=O)cc1 (configuration not stated)	-4	4%	-4	/	-16%	-28%	2%

Record cards, as listed above. Values in the order: Shiga toxin inh | LmPK inh | CHX counter | Pf growth 48h | HCV inhibitor | Pf growth 96h | TbPYK inhibitor
Record of O=C(c1cn(Cc2ccccc2)nc1-c1cccnc1)N1CCN(Cc2c(F)cccc2Cl)CC1 = / | / | / | ? | -23% | ? | 0%
Record of COc1cccc(C2CC(c3ccc(C)cc3)Nc3nc(N)nn32)c1 (configuration not stated) = -3 | 2% | -2 | 7% | -10% | 236%[activator] | -8%

(more compounds)
SMILES	Shiga toxin inh	LmPK inh	CHX counter	Pf growth 48h	HCV inhibitor	Pf growth 96h	TbPYK inhibitor
O=C(NCc1ccccc1)c1ccc2nnsc2c1	-1	3%	7	19%	-3%	3%	29%
COc1ccc(-n2cc(C#N)c(=O)n(Cc3ccc(F)cc3)c2=O)cc1	19	-2%	5	-19%	-14%	-22%	3%
CCC(CC)NC(=O)c1ccc(Cl)cc1	14	-1%	-2	-6%	9%	?	0%
CCOc1ccccc1N(CC(=O)NC1CCCC1)C(=O)CNC(=O)c1cccs1	-3	-1%	-2	-5%	-1%	4%	-2%
CCN(CC)S(=O)(=O)c1cc(C(=O)Nc2cc(C)on2)ccc1Cl	-5	-4%	18	?	?	?	-4%
CCCN(CCC)S(=O)(=O)c1cc(Br)cc2c1N(C(=O)CC)CC2	-2	1%	1	1µM*	?	?	-9%
O=C(c1ccc(S(=O)(=O)c2ccc(F)cc2)c([N+](=O)[O-])c1)N1CCCCCC1	-6	5%	-4	3.3µM*	?	-17%	-7%
CCOC(=O)C1CCCN(CC(=O)Nc2c(C(=O)OC)[nH]c3ccc(Br)cc23)C1 (configuration not stated)	-24	6%	-7	?	?	?	3%
CCc1ccccc1NC(=O)CN(C)C(=O)CSc1nn(-c2ccc(F)cc2)c(=S)s1	-7	5%	-3	-10%	?	?	1%
NNC(=O)COc1ccc2oc3c(c2c1)CCCC3	-3	-1%	1	10%	8%	-18%	1%
COc1ccc(S(=O)(=O)N2CCc3ccccc32)cc1C(=O)NC1(C)CCS(=O)(=O)C1 (configuration not stated)	/	/	/	?	-16%	-21%	-3%
CCCCc1nc2cc(C(=O)N3CCCC(OCCC)C3)ccc2o1 (configuration not stated)	103*	-9%	48*	7%	5%	-9%	-8%
O=C(Nc1ccsc1C(=O)O)c1ccccc1Cl	-3	3%	0	-1%	8%	-5%	1%

Shown field by field: part of the list above
NNC(=O)COc1ccc2oc3c(c2c1)CCCC3
- Shiga toxin inh: -3
- LmPK inh: -1%
- CHX counter: 1
- Pf growth 48h: 10%
- HCV inhibitor: 8%
- Pf growth 96h: -18%
- TbPYK inhibitor: 1%
O=C(c1ccc(S(=O)(=O)c2ccc(F)cc2)c([N+](=O)[O-])c1)N1CCCCCC1
- Shiga toxin inh: -6
- LmPK inh: 5%
- CHX counter: -4
- Pf growth 48h: 3.3µM*
- HCV inhibitor: ?
- Pf growth 96h: -17%
- TbPYK inhibitor: -7%
CCOC(=O)C1CCCN(CC(=O)Nc2c(C(=O)OC)[nH]c3ccc(Br)cc23)C1 (configuration not stated)
- Shiga toxin inh: -24
- LmPK inh: 6%
- CHX counter: -7
- Pf growth 48h: ?
- HCV inhibitor: ?
- Pf growth 96h: ?
- TbPYK inhibitor: 3%
CCOc1ccccc1N(CC(=O)NC1CCCC1)C(=O)CNC(=O)c1cccs1
- Shiga toxin inh: -3
- LmPK inh: -1%
- CHX counter: -2
- Pf growth 48h: -5%
- HCV inhibitor: -1%
- Pf growth 96h: 4%
- TbPYK inhibitor: -2%
